ABCB1 block – human ABCB1 inhibition, ABCG2 as counter-screen. P08183. 190,000 compounds, 0.067% hits. CCRF-Adr cells, JC-1 efflux, flow cytometry. inhibition, % at 6.6 µM; in the data active means inhibition above about 40%;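 further: 0% = vehicle and 100% = reference inhibitor; higher value means more JC-1 retained so stronger ABCB1 efflux block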
ABCG2 block – inhibitors of human ABCG2 transporter, ABCB1 counter-screen; 190,000 compounds, 0.1% hits; IgMXP3 cells, JC-1 efflux, flow cytometry; AID 1325; Q9UNQ0; inhibition, % at 6.6 µM;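 active means inhibition above 80%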;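 further: 0% = DMSO and 100% = nicardipine control wells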
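Test system: ABCG2 IgMXP3 and barcoded ABCB1 CCRF-Adr cell mix; Schedule: cells with compound and JC-1, 10 min at 25 °C, rotating, no wash; Technique: flow cytometry of retained JC-1 fluorescence; Measure: % inhibition of efflux relative to nicardipine and DMSO; Controls: nicardipine high and DMSO low controls.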
Avidin bead fluor – compound fluoresces at 488/530 nm on avidin beads. compound fluorescence 488/530 nm, flow cytometry; hits give high values. fluorescence (KMESF) at 10 µM. 220,000 compounds, 0.38% hits. AID 1775; in the data active means fluorescence above about 47; further: inactives centre near 10
Bim-Bcl-B – human Bim-Bcl-B interaction inhibition; AID 951; Q9HD36; inhibition, % at 10 µM; bead-based flow cytometry, Bim peptide-Bcl-B binding; 190,000 compounds, 0.073% hits;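 further: 0% = tracer peptide without compound and 100% = reference inhibitor peptide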
Target sequence (Q9HD36 whole entry, looked up): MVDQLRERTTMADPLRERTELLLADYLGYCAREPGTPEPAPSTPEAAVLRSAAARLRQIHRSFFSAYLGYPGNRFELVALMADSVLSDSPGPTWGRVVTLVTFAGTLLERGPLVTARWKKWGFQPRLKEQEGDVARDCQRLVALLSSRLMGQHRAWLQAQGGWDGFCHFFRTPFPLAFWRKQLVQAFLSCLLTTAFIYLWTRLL
RGS4-Gao reg – modulates binding of RGS4 to human Galphao. 220,000 compounds, 0.33% hits. P09471. Multiplexed bead flow cytometry; actives lie on both sides. AID 1415. binding response (% of control), % at 10 µM; in the data active means binding response below about 49% or above about 150%; inactive means in between;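 further: fluorescent Galphao activated with aluminum fluoride binding bead-coupled RGS4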
Target sequence (P09471 whole entry, looked up): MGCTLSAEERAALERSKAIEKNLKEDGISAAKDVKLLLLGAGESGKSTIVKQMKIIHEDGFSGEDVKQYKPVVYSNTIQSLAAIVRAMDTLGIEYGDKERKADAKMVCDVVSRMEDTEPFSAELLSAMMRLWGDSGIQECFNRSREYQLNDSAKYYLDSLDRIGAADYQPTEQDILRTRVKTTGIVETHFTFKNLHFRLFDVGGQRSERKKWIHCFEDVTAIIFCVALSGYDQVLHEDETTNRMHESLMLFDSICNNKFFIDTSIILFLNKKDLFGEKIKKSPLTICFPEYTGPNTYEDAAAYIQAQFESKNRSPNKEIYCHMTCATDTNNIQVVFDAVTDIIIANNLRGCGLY
Bfl-1 Bim block – inhibitors of Bim-Bfl-1 interaction, human; 190,000 compounds, 0.12% hits; inhibition, % at 10 µM; Bead-based flow cytometry, Bim-Bfl-1 binding inhibition;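 further: 0% = wells without compound plus tracer and 100% = blocker peptide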
Bcl-2 Bim block – disrupts Bim peptide binding to human Bcl-2; P10415; Bead-based flow cytometry, Bim peptide-Bcl-2 binding; inhibition, % at 10 µM; 190,000 compounds, 0.06% hits; AID 950; in the data active means inhibition above about 40%; inconclusive means no clear call, values can overlap the other calls;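 further: 0% = no compound wells with probe peptide and 100% = reference peptide inhibitor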
Bim-Bcl-XL – human Bim-Bcl-XL interaction inhibition; AID 1007; inhibition, % at 10 µM; 190,000 compounds, 0.04% hits; Bim peptide-Bcl-XL binding, bead flow cytometry, fluorescence
Target sequence (Q07817 whole entry, looked up): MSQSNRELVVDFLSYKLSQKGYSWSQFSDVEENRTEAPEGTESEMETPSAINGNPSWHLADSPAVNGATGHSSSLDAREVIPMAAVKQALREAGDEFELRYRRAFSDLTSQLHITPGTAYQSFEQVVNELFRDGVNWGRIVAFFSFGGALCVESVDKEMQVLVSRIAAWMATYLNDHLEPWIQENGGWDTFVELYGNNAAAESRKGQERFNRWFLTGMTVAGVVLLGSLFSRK
GSH bead fluor – compound fluoresces at 488/530 nm on GSH beads. fluorescence (KMESF) at 10 µM. GSH beads flow cytometry, compound fluorescence 488/530 nm; hits give high values. 190,000 compounds, 0.25% hits. AID 1776; in the data active means fluorescence above about 89;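 further: glutathione beads carrying GST-tagged Bcl family fusion proteins plus one bare bead set; values are compound well signal with DMSO vehicle wells as background; inactives centre near 16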
RGS7-Gao reg – modulates binding of RGS7 to human Galphao | P09471 | binding response (% of control), % at 10 µM | Multiplexed bead flow cytometry; actives lie on both sides | 220,000 compounds, 0.35% hits | AID 1439; in the data active means binding response below about 49% or above about 150%; inconclusive means no clear call, values can overlap the other calls; inactive means in between;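 further: fluorescent Galphao held in activated GDP-AlF4 state binding bead-coupled RGS7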
Bcl-W Bim block – human Bim-Bcl-W interaction inhibition. inhibition, % at 10 µM. 190,000 compounds, 0.02% hits. Q92843. bead-based flow cytometry, Bim peptide-Bcl-W binding. AID 952;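 further: 0% = bound tracer without compound and 100% = peptide blocker; higher means less fluorescent Bim peptide bound to Bcl-W beads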
Target sequence (Q92843 whole entry, looked up): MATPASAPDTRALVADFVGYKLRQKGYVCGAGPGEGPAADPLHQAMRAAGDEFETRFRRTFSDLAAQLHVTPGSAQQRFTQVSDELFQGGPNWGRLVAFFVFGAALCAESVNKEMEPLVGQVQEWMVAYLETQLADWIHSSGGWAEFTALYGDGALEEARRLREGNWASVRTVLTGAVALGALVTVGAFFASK
Active calls of the source: *; ? = inconclusive; · = no result given; [ ] = dose if it differs, or a comment. Unless noted, no stated cut-off is given here; in the data, active means inhibition above about 40%.

Start of the data: the first 4 records, to show the layout:
SMILES	ABCB1 block	ABCG2 block	Avidin bead fluor	Bim-Bcl-B	RGS4-Gao reg	Bfl-1 Bim block	Bcl-2 Bim block	Bim-Bcl-XL	GSH bead fluor	RGS7-Gao reg	Bcl-W Bim block
NNC(=O)CSc1ncc(-c2ccccc2)[nH]1	-0.1	2	5	-7	99	-2	2	-3	23	100	-5
O=C(O)c1cc2cccc(S(=O)(=O)N3CCOCC3)c2cc1O	-0.4	-3	6	-8	104	-7	-7	-6	13	101	0
O=C(Nc1ccccc1)N(Cc1cccs1)C1CCCC1	-0.8	23	9	-6	105	-10	-8	-2	13	104	1
COc1cccc(NC(=O)C(C#N)Cc2ccncc2)c1 (stereo unspecified)	0.6	2	2	0	99	2	3	1	37	100	5

This part in full, from the first entry:
SMILES	ABCB1 block	ABCG2 block	Avidin bead fluor	Bim-Bcl-B	RGS4-Gao reg	Bfl-1 Bim block	Bcl-2 Bim block	Bim-Bcl-XL	GSH bead fluor	RGS7-Gao reg	Bcl-W Bim block
NNC(=O)CSc1ncc(-c2ccccc2)[nH]1	-0.1	2	5	-7	99	-2	2	-3	23	100	-5
O=C(O)c1cc2cccc(S(=O)(=O)N3CCOCC3)c2cc1O	-0.4	-3	6	-8	104	-7	-7	-6	13	101	0
O=C(Nc1ccccc1)N(Cc1cccs1)C1CCCC1	-0.8	23	9	-6	105	-10	-8	-2	13	104	1
COc1cccc(NC(=O)C(C#N)Cc2ccncc2)c1 (stereo unspecified)	0.6	2	2	0	99	2	3	1	37	100	5
O=C(Nc1ccccc1)NC1(C(=O)N2CCN(C(=O)c3ccco3)CC2)CCCCC1	2.9	7	11	-6	98	-18	-7	-1	27	99	2
CC(=O)c1ccc(NC(=O)CSC(C)C)cc1	0.2	1	9	-6	106	-10	-8	-6	41	104	1
O=c1[nH]c(=O)n(Cc2ccco2)c2c1C(C(F)(F)F)(C(F)(F)F)N=C(CCC1CCCCC1)N2	0.6	2	10	0	96	-4	-4	-1	15	98	-3
COc1ccc(CCNC(=O)CSc2nc3[nH]ncc3c(=O)n2-c2ccc(Cl)cc2Cl)cc1OC	-0.3	1	12	-3	104	0	-2	-4	72	100	-4
CN(C)c1ccc(C(C#N)c2ccccc2)nn1 (stereo unspecified)	0.1	-1	10	-3	100	-6	-7	-3	15	?	-1
Cc1ccc(Cl)cc1N1CCN(C(=O)Cc2c(C(=O)O)[nH]c3ccc(Cl)cc23)CC1	0.2	-3	12	-2	99	-1	1	3	14	?	1
COc1ccc(Nc2c3c(nc4ccccc24)CCCC3)cc1OC	1.7	3	9	-5	99	-2	0	-3	25	99	1
Cc1nnc(SCC(=O)NNC(=O)C(C)C)[nH]c1=O	-0.8	-5	14	-1	102	-15	-4	0	10	101	-2
Cc1cc(C)c2c(c1)/C(=C/C(=O)c1ccc(Br)s1)C(=O)N2	-0.3	1	8	-8	110	-9	-4	-13	76	106	4
CC(C)OC(=O)c1c(N)n(CCCN2CCOCC2)c2nc3ccccc3nc12	0.7	14	11	-6	101	-11	-5	-1	44	96	1
COc1cccc(C(=O)COc2ccccc2N2C(=O)C3C4C=CC(C4)C3C2=O)c1 (stereo unspecified)	0.7	2	13	-11	96	-10	-17	-5	16	97	-2
Cc1ccc(N2CCN(C3=NC(=O)/C(=C\c4cn[nH]c4-c4ccccc4)S3)CC2)cc1	2.3	8	10	8	100	9	10	8	13	97	9
Nc1cc(N)nc(SCCOc2ccccc2)n1	0.9	33	17	-4	102	-16	-6	-3	33	102	1
CC(=O)N1N=C(c2ccncc2)CC1c1ccccc1O (stereo unspecified)	0.4	1	11	0	97	0	0	0	20	98	2
COc1ccc(CCNC(=O)C2CCCCC2C(=O)O)cc1OC (stereo unspecified)	0.1	0	15	0	99	-1	0	-2	15	97	0
COc1ccc(N2CCN(c3ccc([N+](=O)[O-])cc3Cl)CC2)cc1	0.0	0	4	-4	106	0	2	-3	10	101	-2
O=C(Nc1nc(-c2cccnc2)cs1)c1ccccc1F	0.8	5	15	-10	96	-9	-9	-8	17	95	-7
CCC(C)(C)n1nnnc1C(c1cc2cc(OC)ccc2[nH]c1=O)N1CCc2ccccc21 (stereo unspecified)	8.1	1	16	-7	104	-9	-11	-1	40	107	0
CCc1ccc(NC(=O)C(=O)N/N=C(\C)CC(=O)NCc2ccc(Cl)cc2)cc1	0.0	0	7	-4	99	0	1	0	12	102	0
O=C(CCC1CCCCC1)Nc1ncn[nH]1	0.3	0	9	-5	105	-7	-1	-1	8	104	9
CCOC(=O)c1c(-c2ccc(C)o2)csc1NC(=S)NC(=O)c1ccc(F)cc1	-0.9	-6	0	-6	96	-4	-6	-8	8	99	-5
CCOC(=O)CSc1nc2ccccc2c(=O)n1CCN1CCOCC1	-0.2	18	37	-10	98	-16	-10	-4	25	100	-2
Cc1c2cnn(CC(=O)O)c(=O)c2c(C)n1Cc1ccccc1	0.5	3	9	-3	102	-9	-6	0	29	96	-2
Cn1c(N2CCOCC2)nc(-c2ccccc2)c1-c1ccccc1	0.1	0	37	0	101	-2	0	0	12	99	2
COC(=O)c1ccccc1NC(=O)CSc1nc(-c2ccco2)cc(C(F)(F)F)n1	1.9	22	35	-10	100	-15	-10	-4	27	97	-1
CCCCNC(=O)CCn1c(=O)c2ccccc2n(Cc2cc(C)ccc2C)c1=O	1.1	0	11	-1	99	2	3	-2	4	100	1
Cc1ccc(CN(C(=O)c2cc(=O)c3cc(Cl)c(C)cc3o2)C2CCS(=O)(=O)C2)cc1 (stereo unspecified)	-4.3	-4	12	-3	96	-2	-1	0	29	97	-1
CCCCCN1N=C(C)CC1=O	-0.4	-2	10	-4	102	0	1	0	21	104	0
COc1ccccc1CN(C)CC(=O)NC1CCCc2ccccc21 (stereo unspecified)	0.6	-1	9	4	103	1	0	0	21	108	0
CC1Cc2ccccc2N1C(=S)Nc1ccc(S(N)(=O)=O)cc1 (stereo unspecified)	-1.1	-10	11	-5	97	-1	-3	-4	8	97	0
COC(=O)c1ccc(NC(=O)CSCC(=O)OCC(=O)c2ccc(Br)cc2)cc1	1.4	18	13	-5	109	-7	-9	-2	17	104	3
Cc1ccc2cc3cc(C(=O)N4CCN(Cc5ccccc5)CC4)sc3nc2c1	0.3	2	69*	·	172*[activator]	·	?	·	231*	162*[activator]	·
CN(C)C(=S)Nc1ccc([N+](=O)[O-])cc1	1.3	15	2	-7	100	0	0	-3	7	102	0
CCOC(=O)N1CCN(C(=O)c2cccn3c(=O)c4sccc4nc23)CC1	0.2	0	9	-4	102	-10	-6	-3	12	99	2
CCCc1nc(SCC(=O)c2ccc(OC)cc2)c2ccccc2n1	1.1	15	·	-5	·	-4	-2	-3	20	·	-4
O=C(O)c1c(-c2ccccc2)c(-c2ccccc2)nc2ccccc12	0.2	3	9	-2	100	-4	3	-2	16	?	-2
COc1ccccc1NC(=O)CCC(=O)OCc1ccc([N+](=O)[O-])cc1	-0.5	-1	11	-3	97	-8	-2	-5	10	90	-2
O=C1c2ccccc2C(=O)N1Cc1ccccn1	0.4	0	9	0	98	-3	-3	0	12	100	-1
Cc1cnc(C(=O)Nc2cccc(S(=O)(=O)N(C)C)c2)cn1	-0.3	38	25	-1	96	-9	-2	-5	9	97	-3
O=C(N1CCCC1)C12CC3CCC(CC(C3)C1)C2	0.3	3	11	-4	102	-5	-3	-1	10	102	-3
Cc1ccc(S(=O)(=O)Nc2cccc(Cl)c2)cc1NC(=O)c1cccnc1	1.4	5	9	-3	98	-8	-3	0	16	?	1
Cc1cccc(CC(C)NC(=O)CCc2nnc(-c3ccccc3)o2)n1 (stereo unspecified)	0.0	1	9	-5	98	-10	-6	-4	10	101	-3
Cc1ccnc(NC(=O)c2cccc([N+](=O)[O-])c2C)c1	0.1	1	27	-4	99	-7	-2	-2	22	99	-3
Cc1cccc(C)c1NC(=O)CN1N=NC2C(=O)N(c3cccc(Cl)c3)C(=O)C21 (stereo unspecified)	0.3	-1	6	-4	95	-1	1	0	4	96	-3
CN1CCN(c2ccc([N+](=O)[O-])c(Sc3nc4ccccc4[nH]3)c2)CC1	0.8	1	32	0	107	0	-5	-4	13	98	-1
COc1ccccc1NC(=O)C12CCC(C)(C(=O)C1)C2(C)C (stereo unspecified)	0.4	9	12	-5	97	-7	-7	-3	15	?	-2
CC(C)c1ccc(NC(=O)Cc2cn(C)c3ccccc23)cc1	1.6	15	6	-5	101	0	-3	-1	19	99	-1
Cc1ccc(S(=O)(=O)N2CCC(=O)N(C(COCc3ccccc3)C(C)C)CC2)cc1 (stereo unspecified)	3.7	6	12	-1	104	0	0	0	19	100	-1
O=C(O)c1cccc(NCc2cccnc2)c1	-0.1	2	13	-2	101	-13	-6	-9	54	100	2
CC(C)Nc1nc(C#N)nc(NC(C)C)n1	-0.6	0	1	-2	76	-3	-3	-2	35	82	-1
O=C(O)c1ccccc1C(=O)c1ccc2c(c1)N(Cc1ccc(Cl)c(Cl)c1)C(=O)CO2	2.4	16	11	0	102	-5	-1	0	11	106	0
Cc1[nH]n2c(=O)c3c(nc2c1-c1ccc(F)cc1)CCCC3	1.1	4	11	-1	104	-7	1	1	12	105	0
Cc1nnc(SCC(=O)N2CCCC2)n(N)c1=O	0.3	0	25	0	100	-1	-1	0	22	99	3
CCOC(=O)c1cc(-c2cccnc2)nn1-c1ccccc1C	0.2	0	20	-1	97	-2	2	0	10	98	3
C=CCc1ccccc1OCCNCc1ccccc1	0.1	0	9	-4	102	-5	-2	-3	20	101	-7
Cc1ccccc1OCCCN1CCCC1	0.5	1	6	-4	102	-1	-1	-1	24	101	-1

More compounds:
SMILES	ABCB1 block	ABCG2 block	Avidin bead fluor	Bim-Bcl-B	RGS4-Gao reg	Bfl-1 Bim block	Bcl-2 Bim block	Bim-Bcl-XL	GSH bead fluor	RGS7-Gao reg	Bcl-W Bim block
CN(CC1COc2ccccc2O1)C(=O)c1ccc(N(C)C)cc1 (stereo unspecified)	-0.1	-1	10	0	100	-3	-1	1	13	98	2
CC(C)NCC(=O)NC12CC3CC(CC(C3)C1)C2	-1.1	0	6	-35	93	-14	-15	0	46	91	1
Cc1cccc(-c2nnc3sc(-c4ccccc4)nn23)c1	1.3	30	·	-4	·	-7	-5	-9	41	·	5
Cc1ccc(C)c(N2CCN(C(=O)c3ccc4nc(-c5ccco5)c(-c5ccco5)nc4c3)CC2)c1	-0.5	-1	11	-2	96	22	4	3	58	91	10
CCc1ccccc1N(CC(=O)NCCSCc1ccco1)S(C)(=O)=O	4.9	4	12	-5	106	-14	-11	-5	35	105	-1
Cc1nc(C)c(C(=O)NNC(=O)c2ccc(Br)cc2)s1	-0.2	-9	15	-9	102	-6	-2	-7	16	104	-7
CC(C)Sc1nnc(Cn2c(=O)sc3ccccc32)n1-c1ccccc1	0.8	3	26	-10	102	-2	-7	-9	16	103	-5
CC(C)CCNC(=O)COc1cccc2c1OC(C)(C)C2	0.1	6	11	-2	98	-4	-3	0	26	97	-1
CC(NC(=O)CCC1COc2ccccc2O1)c1ccccc1 (stereo unspecified)	0.4	20	11	-7	103	-11	-6	-2	29	100	-1
Cc1nnc(NC(=O)c2ccc3c(c2)C(=O)N(CC2CCCO2)C3=O)s1 (stereo unspecified)	-0.3	55	6	-8	103	-10	-9	-5	15	100	2

Outcome played no part in choosing rows, and some 1.3% of all compounds hit somewhere here.
